Bioassay records deposited in PubChem BioAssay by several laboratories.
PTPN22 inh 2 – inhibitors of human LYP (PTPN22) phosphatase. recombinant LYP catalytic domain, DiFMUP fluorescence. Q9Y2R2. actives 0.21% (n = 96,000). inhibition, % at 2 µM;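 active = inhibition at 2 µM at or above a set limit, the screen mean plus 3 SD, cut at about 24% in these data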;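 note: 0% = DMSO with enzyme and 100% = enzyme fully blocked by orthovanadate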
Calb biofilm kill – kills Candida albicans biofilms; actives 0.14% (n = 85,000); inhibition, % at 6 µM; C. albicans biofilm + clotrimazole, Alamar Blue;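 active = inhibition above 20%; inactive = inhibition below 20%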;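 note: preformed 24 hr biofilms exposed to compound for 48 hr; 0% = biofilm without compound and 100% = blank killed by clotrimazole plus chlorhexidine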
DAT uptake mod – human DAT dopamine uptake with cocaine, either direction | LLC-PK1 hDAT cells, [14C]-dopamine uptake with cocaine IC80; actives deviate in either direction | B-score at 10 µM | actives 1.3% (n = 110,000) | AID 449768;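 active = Z score or B-score, a plate-position-corrected score, falls beyond the plate's 99.7% confidence bounds, in either direction; inactive = both scores lie inside the 99.7% bounds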;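 note: scored against the spread of the other compound wells on the same plate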
Target sequence (Q01959 whole entry, looked up): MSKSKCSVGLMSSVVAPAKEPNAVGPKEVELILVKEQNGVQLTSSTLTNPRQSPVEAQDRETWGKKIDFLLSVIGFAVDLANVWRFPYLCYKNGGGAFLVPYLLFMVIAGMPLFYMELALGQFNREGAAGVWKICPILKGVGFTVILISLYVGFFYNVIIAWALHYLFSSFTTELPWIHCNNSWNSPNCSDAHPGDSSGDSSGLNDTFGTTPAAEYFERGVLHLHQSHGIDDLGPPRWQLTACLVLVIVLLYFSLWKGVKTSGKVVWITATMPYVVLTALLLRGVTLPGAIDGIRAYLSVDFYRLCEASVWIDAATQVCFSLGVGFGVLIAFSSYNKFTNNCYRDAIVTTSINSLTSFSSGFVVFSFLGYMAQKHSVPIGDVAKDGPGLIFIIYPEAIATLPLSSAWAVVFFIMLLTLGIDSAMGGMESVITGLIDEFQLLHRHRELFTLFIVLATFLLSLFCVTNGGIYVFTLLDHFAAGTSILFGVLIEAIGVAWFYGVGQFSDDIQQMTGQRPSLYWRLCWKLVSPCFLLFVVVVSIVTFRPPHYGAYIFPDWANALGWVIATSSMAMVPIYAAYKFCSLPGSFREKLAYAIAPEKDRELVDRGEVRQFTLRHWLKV
Smad3 FoxH1 inh – blocks human Smad3 binding to FoxH1 peptide. P84022. TR-FRET Smad3/Dy647-FoxH1 peptide binding, europium anti-His. inhibition, % at 25 µM. actives 0.29% (n = 88,000);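 active = compounds that reduce the energy-transfer binding signal between the protein and its labelled peptide by more than half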;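 note: 0% = Smad3 plus labelled peptide maximal FRET and 100% = peptide-only background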
Target sequence (P84022 whole entry, looked up): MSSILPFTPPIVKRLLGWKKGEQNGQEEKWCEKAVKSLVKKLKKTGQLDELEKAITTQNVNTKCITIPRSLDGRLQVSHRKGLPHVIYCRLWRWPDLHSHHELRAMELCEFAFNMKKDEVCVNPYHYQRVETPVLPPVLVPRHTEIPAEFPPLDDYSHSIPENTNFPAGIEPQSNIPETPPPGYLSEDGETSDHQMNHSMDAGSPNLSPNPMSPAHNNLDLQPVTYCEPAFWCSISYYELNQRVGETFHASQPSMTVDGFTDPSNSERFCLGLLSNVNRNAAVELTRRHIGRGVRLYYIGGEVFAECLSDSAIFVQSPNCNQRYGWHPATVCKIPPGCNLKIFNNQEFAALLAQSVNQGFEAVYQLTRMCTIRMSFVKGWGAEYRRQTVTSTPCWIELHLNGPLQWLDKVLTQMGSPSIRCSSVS
HUVEC tox IL1B – toxic to HUVEC cells under IL-1B stimulation; HUVEC cell count loss, Hoechst imaging, IL-1B stimulated; cell count reduction, % at 2 µM; actives 0.41% (n = 94,000); AID 845;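 active = cell count reduction more than 3 SD above the screen-wide mean, cut at about 70% in these data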;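 note: normalized per plate to untreated control cells as the no-loss baseline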
cytoskel mod – cytoskeleton assembly modification; actives 0.18% (n = 91,000); inhibition, % at 2 µM; HUVEC TNFa F-actin phalloidin imaging, high content;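 active = inhibition above the batch mean plus 3 SD and confirmed as a hit by visual image inspection, cut at about 30% in these data, passing the limit was not always enough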; note: strong numbers were not always called active
VCAM1 TNFa inh – reduces TNF alpha induced VCAM1 expression in HUVEC; HUVEC TNFa-induced VCAM-1 immunofluorescence, high-content imaging; actives 0.48% (n = 95,000); AID 802; inhibition, % at 2 µM;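 active = inhibition above the batch mean plus 3 SD, with images confirmed as a hit by eye, cut at about 37% in these data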;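 note: 0% = TNF-stimulated DMSO wells and 100% = unstimulated control wells; not every result past the cut was called active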
MT1-MMP txn act – activates MT1-MMP transcription; activation factor at 10 µM; actives 0.16% (n = 86,000); HT1080 MT1-MMP promoter luciferase reporter, luminescence, overnight; active compounds read high;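 active = activation factor of at least 2 for MT1-MMP transcription at 10 µM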
TNFa cytotox – HUVEC cytotoxicity counter-screen, TNF alpha stimulated. HUVEC TNFalpha-stimulated, Hoechst cell count, imaging. cell count reduction, % at 2 µM. actives 0.17% (n = 93,000);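 active = cell count reduction exceeding the screen mean by over 5 SD, scaled to untreated wells per plate, cut at about 78% in these data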;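 note: cells counted after 24 h of TNF alpha exposure following the 1 h pretreatment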
* marks the source's active call; other numbers are inactive results; x = no result given; [ ] = dose if it differs, or a comment. Only part of the results is shown; the hit share may differ from the screen's.

SMILES	PTPN22 inh 2	Calb biofilm kill	DAT uptake mod	Smad3 FoxH1 inh	HUVEC tox IL1B	cytoskel mod	VCAM1 TNFa inh	MT1-MMP txn act	TNFa cytotox
COc1ccc(N2CCN(C(=O)Cn3nnc(-c4ccc(OC)c(OC)c4)n3)CC2)cc1	-1	3	-0.88	6	-230	19	-1	1.1	-30
O=S(=O)(c1ccccc1)c1nc(Nc2ccccc2N2CCOCC2)sc1Cl	-2	4	1.9	10	-7	14	13	1.2	-16
CC(C)CC(=O)N1CCN(C(=O)c2cccc(F)c2)CC1	-2	10	0.2	7	-62	7	-36	1.1	-25
CN(C)CCCNC(=O)c1ccccn1	3	3	-0.021	-11	-5	-13	-2	1.1	-1
Cn1c(N2CCCC2)nc2c1c(=O)n(Cc1ccc(F)cc1)c(=O)n2C	-2	5	0.67	-9	10	4	-16	0.8	-35
CCOC(=O)N1CCN(C(=O)C2CC(c3ccc(F)cc3)=NO2)CC1 (stereo unspecified)	-3	1	-1.3	4	-8	1	10	1.1	-30
COc1ccc(CCNC(=O)C2CC2)cc1OC	4	7	-0.6	3	3	13	-2	1	-34
NCCc1nnc(SCc2ccccc2F)o1	-1	5	-0.86	4[fluorescence artefact?]	-52	7	-7	1.1	-6
COc1ccc(S(=O)(=O)NCCSC(C)(C)C)cc1Cl	13	6	0.67	3	-22	4	-5	1.1	13
C=CCc1ccc(OCc2ccc(C(=O)OC)o2)c(OC)c1	-6	5	-1.1	-6	-5	-3	0	1.4	-19
COc1ccc(NC(=O)CC(C)(C)C)c([N+](=O)[O-])c1	0	x	1.3	x	-8	25	1	x	-5
COc1cccc(S(=O)(=O)Nc2ccc(C(=O)N3CCOCC3)cc2)c1	-4	9	-0.29	-5	-43	-12	-10	1.1	-13
Cc1cccc(-c2nnc(SCC(=O)NCc3ccc4c(c3)OCO4)n2C)c1	3	3	0.01	3	-1	15	-14	1.1	-7
CCn1c(COc2cccc(C)c2)nnc1SCC(=O)CC(=O)Nc1ccccc1OC	1	3	0.56	-12	20	33	9	1.1	-12
O=C(Cn1nc(Cc2cccnc2)c2ccccc2c1=O)Nc1ccc2c(c1)OCO2	1	-5	-0.55	3	-42	3	3	1.1	-10
COCCN1CCN(c2cc(-c3ccccc3)nc3cc(-c4cccc(F)c4)nn23)CC1	-6	1	0.43	-1	2	-19	18	1.1	-5
Cc1ccc(NC(=O)c2ccc(S(=O)(=O)N3CCCCC3)cc2)cc1	10	4	0.027	-4	-31	25	-5	1.2	-7
COc1ccc(CCNS(=O)(=O)c2ccc3c(c2)CC(C)N3C(C)=O)cc1OC (stereo unspecified)	-3	8	-0.051	-3	-2	7	4	1	-16
CSCCC(CO)NC(=O)OCc1ccccc1 (stereo unspecified)	-3	6	-0.065	9	-28	-3	1	1.1	14
CC1(C)CC(=O)C=C(Nc2ccc(S(N)(=O)=O)cc2)C1	12	-4	0.59	0	8	8	-4	1	-4
Cc1ccc(N2CN=c3s/c(=C\c4cccnc4)c(=O)n3C2)cc1	4	13	-0.91	-8	-28	-2	-98	1.4	-15
Cc1noc(NS(=O)(=O)c2ccc(NC(=O)CSc3nc4c(cc3C#N)CCCCC4)cc2)c1C	4	-2	0.39	19	-1	2	4	1.2	11
O=C(Cn1nnc(-c2ccncc2)n1)Nc1ccc2c(c1)CCC2	2	x	-0.097	x	-16	3	-7	1.2	-26
CN(C)C=C1C(=O)c2ccccc2C1=O	-1	-6	0.17	-7	-25	-3	13	1.2	1
O=S(=O)(c1cccc2nsnc12)N1CCc2ccccc2C1	-3	6	0.14	3	-21	9	-6	1.1	-10
COC(=O)c1ccc(CSc2ccc3nnc(-c4ccccn4)n3n2)o1	8	10	0.042	12	-15	-6	13	1.1	8
COc1cc(S(=O)(=O)N2CCN(Cc3ccccc3)CC2)ccc1Br	-4	-1	0.31	6	44	23	7	1.2	-24
O=C(NC(Cc1c[nH]c2ccccc12)C(=O)O)c1ccccc1 (stereo unspecified)	-3	9	-0.2	-9	19	x	1	1.2	4
Cc1cc(C(=O)NCCCN2CCN(c3cc(Cl)ccc3C)CC2)n(-c2ccccc2)n1	1	5	-0.3	3	13	-8	5	x	7
CCOc1ccc(C(=O)Nc2ccccc2N2CCOCC2)cc1	-10	5	-0.069	0	-12	23	-6	1.4	2
CNc1ncc(C(=O)c2ccc(Cl)c(Cl)c2)s1	-16	x	-0.45	x	-7	-9	25	x	10
CC1CN(S(=O)(=O)c2cccc(-c3csc(-c4ccccc4)n3)c2)CC(C)O1 (stereo unspecified)	1	0	2.4*	9	-11	4	5	1.1	7
CC1(C)N=C(c2cccc(F)c2)C(=O)N1	-3	5	-0.073	-1	1	26	-1	1	-12
Cc1ccc(C(=O)Nc2cnc3sc(C)nn3c2=O)cc1	-1	0	0.67	7	-4	-16	10	1.5	-17
COc1cccc(C(=O)/C=C/Nc2cc(C)ccc2O)c1	-11	-2	-0.76	-11	42	-2	50	1.5	15
CCC(C)(C)n1nnnc1C(c1cccs1)N1CCN(Cc2ccccc2)CC1 (stereo unspecified)	-11	4	1.8	3	3	8	2	1	-13
N#Cc1c(/N=C/c2ccc(Br)s2)sc2c1CCC2	-7	-2	x	-1	-30	-7	11	2*	0
CC(=O)C1=C(O)C(=O)N(Cc2ccco2)C1c1ccccc1 (stereo unspecified)	x	2	-0.083	12	x	x	x	1	x
O=C(CSc1nnc(-c2ccco2)n1CC1CCCO1)N1CCCCC1 (stereo unspecified)	-4	6	0.14	-5	4	6	-5	1	-10
CCc1onc(C)c1C(=O)Nc1cc(C)ccc1OC	-44	-1	-0.28	-3	-2	-1	-5	1.1	-13
COc1cc2nc(SCC(=O)NCCc3ccccc3)n(Cc3ccco3)c(=O)c2cc1OC	x	9	0.41	8	x	x	x	1	x
CC1CCCCC1NC(=O)COC(=O)COc1ccc(Cl)cc1 (stereo unspecified)	0	x	-1.2	x	11	-3	-15	x	11
CCC(c1nnnn1C1CCCC1)N1CCN(C(=O)c2ccco2)CC1 (stereo unspecified)	x	8	-0.62	57*	x	x	x	0.9	x
CC(C)NC(=O)c1cc(-c2ccc(Br)cc2)on1	1	10	0.43	-1	2	1	7	5.1*	-26
CCCCOC(=O)c1cccc(NC(=O)CC)c1	-2	5	-1	-1	-8	9	-7	1	-10
COc1ccc(CCNC(=O)C2CC(=O)N(c3ccccc3)C2)cc1OC (stereo unspecified)	-6	6	0.0015	-5	88*	23	5	1.1	-40
CC(C)(C)c1nc(SCC(=O)Nc2ccc(N3CCOCC3)cc2)c2ccccc2n1	2	-1	0.3	8	15	-9	-22	1.1	26
CCN(CC)CCCN1C(=O)C(=O)/C(=C(/O)c2ccccc2)C1c1cc(OC)ccc1OC (stereo unspecified)	x	0	0.54	7	x	x	x	1	x
O=C(CCC(=O)c1cccs1)NCc1ccccc1	0	1	1.6	-14	-6	9	10	1	-20
c1ccc2sc(N3CCOCC3)nc2c1	-9	10	0.41	-1	-13	-19	14	1.6	-9
(list continues)
SMILES	PTPN22 inh 2	Calb biofilm kill	DAT uptake mod	Smad3 FoxH1 inh	HUVEC tox IL1B	cytoskel mod	VCAM1 TNFa inh	MT1-MMP txn act	TNFa cytotox
O=C(CCC1CCCC1)N1CCN(C2CCCC2)CC1	x	3	-0.84	3	x	x	x	1	x
CCOC(=O)c1[nH]c2ccc(OCC)cc2c1NC(=O)CN1CCCC(C)C1 (stereo unspecified)	-4	4	0.0049	-2	-40	x	8	1.1	-25
O=C(CSc1nnnn1C1CCCC1)NCc1ccc2c(c1)OCO2	-10	7	0.46	-2	-152	-17	13	1.1	-2
O=C(NCc1ccccn1)c1cc(-c2ccccc2)on1	7	5	0.88	0	-14	-6	5	1.5	-22
COc1cc(NC(=O)CCCC(=O)OCC(F)(F)C(F)F)nc(OC)n1	6	4	-0.75	-2	-5	1	-10	1	-30
COc1ccc(CSc2nnnn2C)cc1[N+](=O)[O-]	1	x	-1	x	16	-16	2	x	13
Cc1nn(C(=O)c2cccs2)c(C)c1CN1C(=O)c2ccccc2C1=O	-2	1	0.0034	2	2	1	20	x	-1
CC(NC(=O)c1nn(C)c(=O)c2ccccc12)c1ccc(F)cc1 (stereo unspecified)	4	3	0.15	9	-2	15	-4	1	-26
CCOC(=O)CSc1nnc(-c2ccc(S(=O)(=O)N3CCOCC3)cc2)n1-c1ccccc1	1	3	0.64	0	4	2	18	1	-11
CC(=O)N1CCc2cc(Br)cc(S(=O)(=O)N3CCN(c4ccccn4)CC3)c21	7	3	x	12	-28	4	0	1.5	-8

Ordered by SMILES length (rising): part of the list above
SMILES	PTPN22 inh 2	Calb biofilm kill	DAT uptake mod	Smad3 FoxH1 inh	HUVEC tox IL1B	cytoskel mod	VCAM1 TNFa inh	MT1-MMP txn act	TNFa cytotox
c1ccc2sc(N3CCOCC3)nc2c1	-9	10	0.41	-1	-13	-19	14	1.6	-9
CCCCOC(=O)c1cccc(NC(=O)CC)c1	-2	5	-1	-1	-8	9	-7	1	-10
O=C(CCC(=O)c1cccs1)NCc1ccccc1	0	1	1.6	-14	-6	9	10	1	-20
O=C(CCC1CCCC1)N1CCN(C2CCCC2)CC1	x	3	-0.84	3	x	x	x	1	x
CC(C)NC(=O)c1cc(-c2ccc(Br)cc2)on1	1	10	0.43	-1	2	1	7	5.1*	-26
COc1ccc(CSc2nnnn2C)cc1[N+](=O)[O-]	1	x	-1	x	16	-16	2	x	13
O=C(CSc1nnnn1C1CCCC1)NCc1ccc2c(c1)OCO2	-10	7	0.46	-2	-152	-17	13	1.1	-2
CC(NC(=O)c1nn(C)c(=O)c2ccccc12)c1ccc(F)cc1 (stereo unspecified)	4	3	0.15	9	-2	15	-4	1	-26
COc1ccc(CCNC(=O)C2CC(=O)N(c3ccccc3)C2)cc1OC (stereo unspecified)	-6	6	0.0015	-5	88*	23	5	1.1	-40
COc1cc(NC(=O)CCCC(=O)OCC(F)(F)C(F)F)nc(OC)n1	6	4	-0.75	-2	-5	1	-10	1	-30
Cc1nn(C(=O)c2cccs2)c(C)c1CN1C(=O)c2ccccc2C1=O	-2	1	0.0034	2	2	1	20	x	-1
CCOC(=O)c1[nH]c2ccc(OCC)cc2c1NC(=O)CN1CCCC(C)C1 (stereo unspecified)	-4	4	0.0049	-2	-40	x	8	1.1	-25
CC(C)(C)c1nc(SCC(=O)Nc2ccc(N3CCOCC3)cc2)c2ccccc2n1	2	-1	0.3	8	15	-9	-22	1.1	26
CCOC(=O)CSc1nnc(-c2ccc(S(=O)(=O)N3CCOCC3)cc2)n1-c1ccccc1	1	3	0.64	0	4	2	18	1	-11

Next section.
SMILES	PTPN22 inh 2	Calb biofilm kill	DAT uptake mod	Smad3 FoxH1 inh	HUVEC tox IL1B	cytoskel mod	VCAM1 TNFa inh	MT1-MMP txn act	TNFa cytotox
N#Cc1nc(-c2cccs2)oc1NCC1CCCO1 (stereo unspecified)	-9	5	-0.24	8	9	10	22	0.7	-10
Cc1ccc2[nH]c(=O)c(CN(CCCO)S(=O)(=O)c3cccc4nsnc34)cc2c1	-12	3	-0.77	-2[fluorescence artefact?]	3	13	-4	1.1	-12
C=CCn1c(-c2ccccc2)c[nH]c1=S	2	4	-0.044	14[fluorescence artefact?]	-9	-13	-17	1.6	-3
COc1ccccc1C(=O)NCC(=O)n1nc(C)cc1C	-5	5	1.2	3	8	1	39	1.1	0
COc1ccc(CNC(=O)C2CC(c3ccc(OC)cc3)=NO2)cc1 (stereo unspecified)	3	7	-3.4*	4	-4	-1	8	1.2	-12
CCOC(=O)CNC(=O)CNC(=O)c1ccc(OC)cc1	x	2	-1.3	-2	x	x	x	1	x
